# Assay outcomes deposited in PubChem by National Center for Advancing Translational Sciences (NCATS).
# NPC1 prom act – activates the NPC1 promoter; Huh7 NPC1 promoter luciferase reporter, 24 h; Potency, µM (highest dose often 9.22 µM), for inactives: top-dose activation, most hits filed as activators; hit rate 2.4% among 320,000; AID 485313;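 also: potency is read from the fitted curve at half-maximal effect; % of control where 0% means no effect; nearly all actives have a fitted effect of over 60% in size; reporter is driven by a mutant NPC1 promoter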
#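 NPC1 promoter–luciferase Huh7 cells; 24 h compound; luminescence.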
# KCNH2 3.1 inh – blocks the human KCNH2 3.1 channel isoform. activity change, % (tested at about 1.8 µM). U2OS KCNH2 3.1, thallium flux FluxOr; stronger effect = lower value. hit rate 0.95% among 340,000;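 active = maximum activity change below -70%; inconclusive = maximum activity change from -70% to -50%; inactive = maximum activity change above -50%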;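 also: thallium influx rate constant from kinetic fluorescence after stimulation buffer; % is scaled to controls: 0 for no effect and ±100 for the full control effect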
#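 U2OS cells transduced with KCNH2 3.1 mutant virus (1.77 x 10^8 /mL, 4 h), plated overnight at 37 C, loaded 45 min with FluxOr dye plus Red40 quencher. Thallium flux rate constant from kinetic reads after stimulation buffer, normalised to controls.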
# Coupling enz – coupling enzyme interference in Giardia aldolase counter-screen. hit rate 0.67% among 290,000. activity change, negative = inhibition, % at 58.2 µM, hits read low. AID 2472. coupling enzyme system counterscreen, AmpLite Red fluorescence; in the data active = activity change below about -30%; also: % is scaled to controls: 0 for no effect and ±100 for the full control effect
#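 Fluorescence at 525 nm excitation and 598 nm emission measured inhibition of the coupled detection system without aldolase. Compounds (at 57.5 uM final) were preincubated 10 min at room temperature with coupling enzyme reagent before a 20 min substrate/AmpLite Red step.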
# Rab9 promoter act – Rab9 promoter activation | Potency, µM (highest dose often 9.22 µM), for inactives: at the top dose activation, negative = inhibition, hits mostly activators | Huh7 Rab9 promoter-luciferase reporter, luminescence, 24 h | hit rate 2.8% among 320,000; also: potency is read from the fitted curve at half-maximal effect; % of control where 0% means no effect; nearly all actives have a fitted effect of over 60% in size
#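 Using Huh7 cells stably transfected with Rab9 promoter–luciferase, compounds were incubated 24 h at 37 °C, 5% CO2; luciferase luminescence was read 10 min after reagent addition.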
# RORg inh – inhibitors of mouse ROR gamma transcriptional activity. Drosophila S2 Gal4-RORgamma UAS-luciferase reporter, 20 h. Potency, µM (doses to about 53.6 µM), for inactives: at the top dose activity change, negative = inhibition, usual class: inhibitors. hit rate 5.4% among 310,000; also: potency is read from the fitted curve at half-maximal effect; % is scaled to controls: 0 for no effect and ±100 for the full control effect; nearly all actives have a fitted effect of over 60% in size
# Target sequence (P51450 whole entry, looked up, the tested form may be a part): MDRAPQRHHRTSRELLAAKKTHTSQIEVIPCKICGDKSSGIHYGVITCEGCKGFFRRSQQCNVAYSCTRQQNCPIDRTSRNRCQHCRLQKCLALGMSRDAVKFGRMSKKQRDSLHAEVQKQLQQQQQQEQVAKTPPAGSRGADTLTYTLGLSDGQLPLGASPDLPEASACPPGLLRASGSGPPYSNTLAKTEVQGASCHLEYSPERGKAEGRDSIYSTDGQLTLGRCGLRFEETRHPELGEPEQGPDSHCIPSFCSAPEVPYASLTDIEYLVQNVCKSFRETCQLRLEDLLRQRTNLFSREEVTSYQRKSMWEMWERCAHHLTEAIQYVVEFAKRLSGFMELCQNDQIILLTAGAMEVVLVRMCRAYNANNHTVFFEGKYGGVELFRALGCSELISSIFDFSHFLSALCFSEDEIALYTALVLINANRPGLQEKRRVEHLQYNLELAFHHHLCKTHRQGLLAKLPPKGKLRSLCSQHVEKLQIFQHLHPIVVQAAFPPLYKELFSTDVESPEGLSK
#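 Luciferase reporter read in Schneider cells carrying Gal4-RORγ (mouse) and UAS-Photinus luciferase; cells given compound 1 h before 700 uM copper sulfate induction, then incubated 20 h at ambient temperature.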
# uPA generation – inhibitors of cell surface uPA generation; cell surface uPA generation assay, qHTS; hit rate 0.31% among 330,000; Potency, µM (highest dose often 38.3 µM), for the others: at the top dose activity change, negative = inhibition, usual class: inhibitors; active = well fitted inhibition curve with a large enough effect; inconclusive = small, poorly fitted or top-dose-only effect; inactive = no such curve, though single readings can be large or run the other way; tested in mouse RAW 264.7 cells; also: potency is read from the fitted curve at half-maximal effect; % is scaled to controls: 0 for no effect and ±100 for the full control effect; nearly all actives have a fitted effect of over 55% in size
# Gal4-VP16 FLuc – inhibits Gal4-VP16 luciferase reporter, ROR gamma counter-screen; Potency, µM (titrated, usually from 53.6 µM), without a hit: at the top dose activity, negative = inhibition, most hits filed as inhibitors; hit rate 3.5% among 310,000; Drosophila S2 Gal4-VP16 UAS-luciferase, luminescence, 20 h;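 also: Gal4-VP16 expression switched on by copper sulfate through the metallothionein promoter; potency is read from the fitted curve at half-maximal effect; % is scaled to controls: 0 for no effect and ±100 for the full control effect; nearly all actives have a fitted effect of over 50% in size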
# FLuc modulator – counter-screen for miR-21 project: firefly luciferase inhibitors or activators; P08659; purified FLuc, Km substrates, luminescence inhibition; Potency, µM (top dose mostly 57.5 µM), inactives show at the top dose activity change, negative = inhibition, usual class: inhibitors; hit rate 6.9% among 360,000;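 also: potency is read from the fitted curve at half-maximal effect; plate controls were vehicle for no effect and reference inhibitor for full effect; nearly all actives have a fitted effect of over 55% in size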
#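 Biochemical qHTS of compounds, final roughly 60 µM downward over six points, against 10 nM purified firefly luciferase using Km concentrations of substrates (10 uM D-luciferin, 10 uM ATP) in Tris acetate pH 7.5 buffer; luminescence output.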
# ELG1 genotox – induces genotoxicity in HEK293T cells with luciferase-tagged ELG1. HEK293T ELG1-luciferase reporter, luminescence, 16 h. Potency, µM (series often up to 46 µM), for the others: at the highest dose activity change, positive = activation, usual class: activators. hit rate 1.3% among 330,000; also: potency is read from the fitted curve at half-maximal effect; % of control where 0% means no effect; nearly all actives have a fitted effect of over 60% in size
#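 Screening used a luciferase reporter fused to human ELG1 in HEK293T cells. Luminescence was read on a CCD plate imager after 16 hr exposure and 30 min ONE-Glo incubation.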
# Giardia kill – Giardia lamblia killing; Giardia lamblia trophozoite viability; activity change, % at 7.66 µM, hits read low; hit rate 0.15% among 340,000; AID 540267; in the data active = activity change below about -80%; inconclusive = between about -30% and that limit;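 also: parasites exposed to compound for two days anaerobically before the ATP read; % is scaled to controls: 0 for no effect and ±100 for the full control effect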
#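 Viability, read as ATP luminescence: trophozoites at 100 cells/well, compound added, 48 hrs anaerobic at 37 deg C, then 15-30 min room-temperature development before reading.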
# Tb PFK block – blocks T. brucei phosphofructokinase; O15648; T. brucei PFK, ADP-Glo luminescence; Potency, µM (highest dose often 57.5 µM), for the others: at the highest dose activity, negative = inhibition, actives largely listed as inhibitors; hit rate 0.17% among 330,000;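 also: potency is read from the fitted curve at half-maximal effect; 0% = uninhibited 1x PFK enzyme wells and -100% = no-enzyme wells; nearly all actives have a fitted effect of over 60% in size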
# Target sequence (O15648 whole entry, looked up): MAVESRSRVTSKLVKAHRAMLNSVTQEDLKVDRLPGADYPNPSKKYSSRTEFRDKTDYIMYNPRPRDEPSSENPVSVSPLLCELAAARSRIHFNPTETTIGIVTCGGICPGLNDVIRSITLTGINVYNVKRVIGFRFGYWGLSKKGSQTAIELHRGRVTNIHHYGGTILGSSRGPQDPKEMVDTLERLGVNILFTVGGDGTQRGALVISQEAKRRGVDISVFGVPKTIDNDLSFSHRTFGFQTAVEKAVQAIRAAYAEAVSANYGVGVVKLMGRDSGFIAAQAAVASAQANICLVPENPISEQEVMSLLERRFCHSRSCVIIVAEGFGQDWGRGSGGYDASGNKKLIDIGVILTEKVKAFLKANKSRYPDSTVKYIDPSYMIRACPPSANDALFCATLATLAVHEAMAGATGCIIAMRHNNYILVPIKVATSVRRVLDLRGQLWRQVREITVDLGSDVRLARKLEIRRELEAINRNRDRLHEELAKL
#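 Activity is normalized to no-enzyme wells (full inhibition) and 1.25 nM enzyme wells (no inhibition). Reaction: 0.5 mM F6P, 0.1 mM ATP, 45 min RT, ADP-Glo luminescence; concentration-response curves fitted and classed by quality.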
# Numbers without * were called inactive; ? = inconclusive; . = no result given; & = joins results of further samples; [ ] = dose if it differs, or a comment. Unless noted, calls follow the shape of the dose curve; as a rule, active = well fitted curve in the direction sought with a large enough effect; inconclusive = small, poorly fitted or top-dose-only effect, or another doubt; inactive = no such curve, though single readings can be large; an effect the other way counts as inactive or inconclusive.
1) CCCS(=O)(=O)N1CCCC(C(=O)NCCN2CCCCC2C)C1 (stereo not given)
2) O=C(CCNC(=O)c1ccc(Cl)cc1)Nc1ccc(S(=O)(=O)N2CCOCC2)cc1
3) O=C1C(Cl)=C(N2CCCCCC2)C(=O)N1c1ccccc1
4) CC1(C)Cc2c(sc3c2c(=N)n(Cc2ccco2)c(=O)n3CC(=O)Nc2ccc(Cl)cc2)CO1
5) Cc1c(NS(=O)(=O)c2cccc(C(=O)Nc3ccccc3)c2)c(=O)n(-c2ccccc2)n1C
6) COC(=O)c1ccc(NC(=O)CCS(=O)(=O)c2ccc(Br)cc2)cc1
7) O=C(CN(C(=O)C1CSC(=O)C1)c1ccccc1F)NCc1ccc2c(c1)OCO2 (stereo not given)
8) CCC[C@@H](CN1CCC[C@H]1CN1C(N)=NC[C@@H]1Cc1ccccc1)N1C[C@@H]([C@H](C)CC)N(CCc2ccc(Cl)c(Cl)c2)C1=N
assay / entry	1	2	3	4	5	6	7	8
NPC1 prom act	1%	5%	-5%	-1%	-3%	0%	0%	.
KCNH2 3.1 inh	-3	3	-2	-48	-3	13	5	9
Coupling enz	-2	.	8	-4	.	-2	0	.
Rab9 promoter act	0%	-1%	4%	-3%	-6%	-7%	-5%	.
RORg inh	-8%	.	3%	30%	.	8%	16%	.
uPA generation	-1%	-17%	5%	-3%	15%	3%	.	3%
Gal4-VP16 FLuc	-7%	.	22%	-2%	.	11µM*	3%	.
FLuc modulator	2%	.	1%	3%	1%	-2%&1%	1%	.
ELG1 genotox	1%	0%	24%	-4%	-1%	0%	-1%	1%
Giardia kill	0	-24	-14	16	11	10	-1	-14
Tb PFK block	-1%	2%	7%	1%	0%	?	1%	0%

9) Cc1noc(C)c1CSc1nc2ccccc2s1
10) CC(C)n1c(=S)[nH]c2cc(Cl)ccc21
11) COc1ccc(Cl)cc1NC(=O)CN1CCc2ccccc21
12) NC(=O)OCC(O)COc1ccc(Cl)cc1 (stereo not given)
13) O=C(O)c1ccccc1C(=O)Nc1ccc(-n2nccc2C(F)(F)F)cc1
14) Cc1ccc(-c2ccc(/C=C3/NC(=O)NC3=O)o2)cc1[N+](=O)[O-]
15) O=[N+]([O-])c1ccc(S(=O)(=O)NCCS(=O)(=O)N2CCN(c3ccccc3)CC2)cc1
16) Cn1c(=O)n(C)c2cc(C(=O)c3ccccc3)ccc21
assay / entry	9	10	11	12	13	14	15	16
NPC1 prom act	-4%	-5%	1%	-1%	2%	2%	-3%	0%
KCNH2 3.1 inh	-6	15	-6	-4	11	12	8	0
Coupling enz	4	-1	-3	.	4	0	2	-6
Rab9 promoter act	1%	1%	-1%	-2%	-1%	1%	1%	-2%
RORg inh	20%	?	-3%	.	21%	14%	-1%	-9%
uPA generation	-4%	24%	1%	9%	-6%	5%	-4%	.
Gal4-VP16 FLuc	20%	20µM*	10%	.	5%	-14%	-1%	20%
FLuc modulator	?	0%	0%	1%	?	-5%	4%	-1%[2.3 µM]
ELG1 genotox	?	0%	1%	?	0%	0%	-5%	?
Giardia kill	19	2	?	23	1	-2	-15	15
Tb PFK block	-3%	0%	0%	-8%	-1%	15%	2%	26%

17) COc1ccccc1OCC(=O)N(Cc1nc(-c2ccc(Cl)cc2)no1)C(C)C
18) COc1ccc(O)c(C(=O)c2cc(SCC(=O)O)c3nc4sc5c(c4c(=O)n3c2)CCCC5)c1
19) Cn1cc(CNCc2cn(C)nc2-c2ccc(C3CCCCC3)cc2)cn1
20) COc1ccc(-c2nc3ccccc3c(=O)n2CCN2CCOCC2)cc1
21) O=C1c2ccccc2[C@@H]2C[C@@H](O)[C@H](Nc3cccc(Cl)n3)CCN12
22) CCOc1ccc(OCc2cccc(C(=O)N3CCCCCC3)c2)cc1
23) CCCCC1C(=O)N(c2ccccc2)N(c2ccc(O)cc2)C1=O (stereo not given)
24) COC(=O)c1c(C)[nH]c(C(=O)C(C)OC(=O)C2CC2)c1C (stereo not given)
assay / entry	17	18	19	20	21	22	23	24
NPC1 prom act	1%	2%	-2%	1%	.	0.32µM*	-14%	2%
KCNH2 3.1 inh	3	2	13	5	-15	-1	17	-2
Coupling enz	0	27	0	-4	.	5	-3	.
Rab9 promoter act	-7%	-3%	-6%	-3%	.	0.28µM*	-39%[inhibitor]	0%
RORg inh	-11%	10%	-33%	-2%	.	-30%	4.5µM*	.
uPA generation	-4%	-2%	-7%	-10%	23%	-6%	?	-2%
Gal4-VP16 FLuc	10%	3%	?	20%	.	-13%	5.6µM*	.
FLuc modulator	?	6.7µM*	?	-1%	.	0.54µM*	?	0%
ELG1 genotox	-11%	4%	-2%	1%	-8%	?	-57%[inhibitor]	3%
Giardia kill	35[activator]	6	-1	-23	12	-21	-1	-14
Tb PFK block	0%	0%	0%	-3%	-2%	4%	-13%	0%

25) COc1ccc(CN2C(=O)c3c(c(C)n(C)c3C)C2C(=O)NC2CCC(C)CC2)cc1 (stereo not given)
26) O=C(Cn1nnc(-c2ccccc2F)n1)Nc1ccc2c(c1)OCO2
27) C=CCOc1ccccc1/C=N/NC(=O)Cc1ccc(C)cc1
28) Cc1ccc2c(c1)nnn2C1CCN(S(=O)(=O)c2ccc(C(=O)N3C(C)CCCC3C)cc2)CC1 (stereo not given)
29) O=C(CCS(=O)(=O)c1ccccc1F)Nc1ccc(N2CCN(Cc3ccccc3)CC2)cc1
30) CC(=O)OCCCn1c(C)[n+](C)c2cc(Cl)c(Cl)cc21
31) COc1cccc(CNC(=O)c2ccccc2SCC(=O)N2CCCC2)c1
32) Nc1cc2c(cc1O)CCCC2
assay / entry	25	26	27	28	29	30	31	32
NPC1 prom act	1%	0%	-38%[inhibitor]	-18%	14%	-4%	-2%	11%
KCNH2 3.1 inh	-9	12	15	-45	5	-2	-22	-3
Coupling enz	5	1	0	.	.	2	.	-18
Rab9 promoter act	-5%	3%	-3%	-28%	-4%	-11%	0%	26%
RORg inh	-29%	16%	11µM*	?	.	-4%	.	?
uPA generation	4%	4%	-21%	-7%	?	-11%	-1%	0%
Gal4-VP16 FLuc	-6%	-1%	?	16µM*	.	-21%	.	1%
FLuc modulator	-3%	-2%	2%	-1%	.	-1%	-22%	?
ELG1 genotox	0%	10%	0%	-11%	-6%	0%	1%	8%
Giardia kill	-18	8	1	-11	-15	-6	-9	-8
Tb PFK block	-3%	0%	-2%	1%	0%	-4%	1%	-16%

# Compound profiles, as listed above.
# `COc1ccc(CN2C(=O)c3c(c(C)n(C)c3C)C2C(=O)NC2CCC(C)CC2)cc1` (stereo not given) across the screens: NPC1 prom act = 1%; KCNH2 3.1 inh = -9; Coupling enz = 5; Rab9 promoter act = -5%; RORg inh = -29%; uPA generation = 4%; Gal4-VP16 FLuc = -6%; FLuc modulator = -3%; ELG1 genotox = 0%; Giardia kill = -18; Tb PFK block = -3%
# `O=C(O)c1ccccc1C(=O)Nc1ccc(-n2nccc2C(F)(F)F)cc1` across the screens: NPC1 prom act = 2%; KCNH2 3.1 inh = 11; Coupling enz = 4; Rab9 promoter act = -1%; RORg inh = 21%; uPA generation = -6%; Gal4-VP16 FLuc = 5%; FLuc modulator = ?; ELG1 genotox = 0%; Giardia kill = 1; Tb PFK block = -1%

# (list continues)
33) CN(C(=O)Cn1cnc2ccccc2c1=O)C1CCS(=O)(=O)C1 (stereo not given)
34) COc1ccc(S(=O)(=O)Nc2ccc3c(c2)OCO3)cc1C
35) COc1ccccc1CC(NC(C)=O)C(=O)N1CCN(C(=O)Nc2ccccc2Cl)CC1 (stereo not given)
36) CC1(C)Cc2c(sc3nc4n(c(=N)c23)CCCCC4)CO1
37) C=CCn1c(NCCO)nc2sc3c(c2c1=O)CCC3
assay / entry	33	34	35	36	37
NPC1 prom act	0%	-2%	1%	1%	0%
KCNH2 3.1 inh	-2	3	0	5	-19
Coupling enz	.	7	1	0	2
Rab9 promoter act	-2%	-2%	-1%	5%	2%
RORg inh	.	23%	1%	26%	5%
uPA generation	8%	-2%	.	2%	2%
Gal4-VP16 FLuc	.	0%	1%	13%	5%
FLuc modulator	-5%	2%	-1%	-11%	-10%
ELG1 genotox	-7%	-3%	-7%	14%	-1%
Giardia kill	10	-4	-6	20	-2
Tb PFK block	4%	-3%	-4%	3%	5%

# Pulled by structure from above, 2 records:
36) CC1(C)Cc2c(sc3nc4n(c(=N)c23)CCCCC4)CO1
34) COc1ccc(S(=O)(=O)Nc2ccc3c(c2)OCO3)cc1C
assay / entry	36	34
NPC1 prom act	1%	-2%
KCNH2 3.1 inh	5	3
Coupling enz	0	7
Rab9 promoter act	5%	-2%
RORg inh	26%	23%
uPA generation	2%	-2%
Gal4-VP16 FLuc	13%	0%
FLuc modulator	-11%	2%
ELG1 genotox	14%	-3%
Giardia kill	20	-4
Tb PFK block	3%	-3%
